# Screening results from PubChem BioAssay.
# RAD52 inh = inhibitors of human RAD52 DNA annealing. actives 0.46% (n = 360,000). recombinant RAD52 DNA annealing, FRET fluorescence. inhibition, % at 18.7 µM. P43351;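 active = every replicate showing at least 50% inhibition; inconclusive = mean inhibition at least 50% but not in every replicate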
# Target sequence (P43351 whole entry, looked up): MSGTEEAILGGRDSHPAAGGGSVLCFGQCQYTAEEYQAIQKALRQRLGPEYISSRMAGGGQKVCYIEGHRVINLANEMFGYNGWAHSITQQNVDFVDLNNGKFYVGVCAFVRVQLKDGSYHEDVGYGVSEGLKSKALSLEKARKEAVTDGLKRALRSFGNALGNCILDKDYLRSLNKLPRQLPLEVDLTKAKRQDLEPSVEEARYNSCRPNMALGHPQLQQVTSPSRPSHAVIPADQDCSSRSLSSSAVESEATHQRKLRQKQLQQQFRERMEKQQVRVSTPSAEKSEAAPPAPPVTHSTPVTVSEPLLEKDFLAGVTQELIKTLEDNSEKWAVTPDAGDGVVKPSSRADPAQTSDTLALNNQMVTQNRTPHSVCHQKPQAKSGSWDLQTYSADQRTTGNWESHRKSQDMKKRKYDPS
# RAD54 inh = blocks human RAD54 Holliday junction branch migration; actives 0.14% (n = 360,000); inhibition, % at 10.4 µM; FAM/BHQ fluorescence;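 active = mean normalized replicate activity at least 40 and at least half of replicates scoring 40 or more; inconclusive = only one of the two criteria met; inactive = mean below 40 and under half of replicates reaching 40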;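 note: 0% = median of neutral control wells and 100% = median of positive control wells; inhibitors cause a drop in the FAM fluorescence signal; in these data hits start at about 50%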
# Casp6 inh = caspase-6 (human) enzyme inhibition; purified caspase-6, Z-VEID-R110 cleavage fluorescence; inhibition, % at 12.5 µM; AID 686996; actives 0.53% (n = 350,000);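 active = mean inhibition across replicates at least about 35%, with every replicate also reaching that limit, limit read from the data; inconclusive = only one of the two criteria met; inactive = neither criterion met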;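 note: 0% = median of neutral control wells and 100% = no fluorescence left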
# E-selectin induc = induces E-selectin expression in human endothelial cells | P16581 | HUVEC E-selectin immunofluorescence imaging; normalized: neutral wells 0, TNF-alpha wells 100 | activation, % at 7.58 µM | actives 0.37% (n = 260,000);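 active = mean E-selectin-positive cell signal at least 10% of the positive control, reached in at least 60% of replicates, without over 20% cell loss; inconclusive = no rule given, readout overlaps actives, possibly toxicity-flagged; inactive = the rest, including those meeting only one limit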;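 note: in these data hits start at about 27%; measured in HUVEC primary endothelial cells; signal is the percent of cells scored E-selectin positive by PE staining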
# Target sequence (P16581 whole entry, looked up): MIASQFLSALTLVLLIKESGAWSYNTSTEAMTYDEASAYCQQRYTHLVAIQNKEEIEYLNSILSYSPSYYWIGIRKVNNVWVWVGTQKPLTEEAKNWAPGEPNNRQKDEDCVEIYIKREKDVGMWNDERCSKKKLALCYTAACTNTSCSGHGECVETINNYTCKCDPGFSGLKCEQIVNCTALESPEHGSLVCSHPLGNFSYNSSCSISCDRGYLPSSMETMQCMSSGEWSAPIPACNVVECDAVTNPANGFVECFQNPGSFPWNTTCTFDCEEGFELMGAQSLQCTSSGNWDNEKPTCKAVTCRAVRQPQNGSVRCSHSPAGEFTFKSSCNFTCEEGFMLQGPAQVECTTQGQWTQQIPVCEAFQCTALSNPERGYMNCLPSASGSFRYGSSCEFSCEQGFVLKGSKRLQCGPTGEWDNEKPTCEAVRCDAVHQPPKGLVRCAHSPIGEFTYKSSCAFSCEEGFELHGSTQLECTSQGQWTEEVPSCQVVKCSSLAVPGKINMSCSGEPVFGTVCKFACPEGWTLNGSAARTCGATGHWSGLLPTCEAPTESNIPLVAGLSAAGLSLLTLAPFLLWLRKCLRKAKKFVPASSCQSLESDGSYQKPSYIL
#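 Assay system: HUVEC primary endothelial cells. Input: 3,000 HUVEC seeded per well. Doses: one compound dose added by pin transfer. Read-out basis: % PE-positive cells. Benchmarks: TNF-alpha high, DMSO low. Detection: immunofluorescence imaging. Buffer or medium: EGM-2, gelatin.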
# ERp5 block = ERp5 (human) disulfide isomerase inhibition | Q15084 | ERp5 insulin aggregation, absorbance 650 nm, 90 min | inhibition, % at 9.99 µM | actives 0.05% (n = 350,000) | AID 651711;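 active = mean replicate inhibition above about 25%, with every replicate also reaching it, limit read from the data, passing the limit was not always enough; inconclusive = only one of those two criteria met; inactive = neither criterion met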
# ARNT-TACC3 inh = ARNT/TACC3 interaction disruption; Q9Y6A5; AlphaScreen His-ARNT PAS-B/GST-TACC3 binding, luminescence; TACC3 fragment carries E629A point mutation; inhibition, % at 9.99 µM; actives 0.66% (n = 390,000);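 active = mean inhibition of replicates at least 50% and at least half of replicates each reaching 50%; inconclusive = half or more replicates reach 50% but mean below 50%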;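 note: 0% = complete ARNT plus TACC3 wells and 100% = ARNT alone without TACC3; many hits fall short of the cut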
# PglD DTNB = inhibitors of Campylobacter jejuni PglD acetyltransferase; inhibition, % at 12.5 µM; actives 0.098% (n = 360,000); purified PglD enzyme, DTNB colorimetric CoA detection; AID 602405; in the data active = inhibition above about 16%, passing the limit was not always enough; inconclusive = no clear call, values can overlap the other calls; note: strong numbers were not always called active
# esBAF inh = blocks esBAF chromatin remodeling in mouse ES cells; AID 602393; reporter increase, % at 12.5 µM; actives 2% (n = 350,000); Bmi1-luciferase knock-in reporter, 24 h; 100% = twice the neutral-well signal; in the data active = activation above about 40%; inconclusive = no clear call, values can overlap the other calls;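 note: 0% = median of the plate's neutral control wells and 100% = double that signal; a rise in the Bmi1 reporter signal indicates esBAF inhibition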
# * = called active by the depositor; ? = inconclusive; . = no result given. An unsorted share of the library; about 3.2% have a hit in one of these screens.
entry	molecule	PglD DTNB	esBAF inh	Casp6 inh	E-selectin induc	RAD54 inh	ERp5 block	RAD52 inh	ARNT-TACC3 inh
1	Cc1cc(NC(=O)CCCOc2ccc(Cl)cc2Cl)no1	-1	-5	.	.	-1	.	.	-1
2	C[C@H]1CN([C@@H](C)CO)C(=O)c2cccc(NC(=O)c3ccc(-c4nccs4)cc3)c2O[C@H]1CN(C)S(C)(=O)=O	0	0	-1	-3.7	-1	-1	-3	-3
3	COc1ccc2c(c1OC)C(=O)OC2Nc1ccccn1 (centres undefined)	3	-3	.	.	1	.	.	-3
4	CCN(C(=O)Nc1ccccc1)c1ccccc1	3	-8	.	0.0	2	.	.	-1
5	COc1ccccc1S(=O)(=O)N(C)C[C@@H]1OCc2cn(nn2)CCCC(=O)N([C@@H](C)CO)C[C@@H]1C	3	1	2	-0.1	1	1	-2	-7
6	O=C1C2CCCN2C(=O)N1CCN1CCN(c2ccccc2)CC1 (centres undefined)	2	3	-2	-1.3	-5	-1	-7	-9
7	CC1Cc2ccccc2N1C(=O)CCS(=O)(=O)c1ccc2c(c1)NC(=O)CS2 (centres undefined)	-7	5	-4	.	1	1	-157	-4
8	COC(=O)c1sccc1NC(=O)c1ccc(Br)s1	3	3	.	.	-10	.	.	-3
9	CC(C)NC(=O)N(C)C[C@H]1OCCCC[C@@H](C)Oc2ccc(NC(=O)CCCN(C)C)cc2C(=O)N([C@H](C)CO)C[C@@H]1C	0	.	2	0.0	3	3	-16	-1
10	O=C(NC(=S)NCc1ccccc1)c1ccccc1[N+](=O)[O-]	.	.	0	.	.	6	3	3
11	CO[C@H]1CN(C)C(=O)c2cc(NC(=O)c3cc(C)on3)ccc2OC[C@H](C)N(C(C)=O)C[C@H]1C	1	1	3	-0.2	6	-6	2	-10
12	CCCN(C)C[C@H]1Oc2cc(C#Cc3cccc(F)c3)ccc2S(=O)(=O)N([C@H](C)CO)C[C@H]1C	0	-1	0	-0.5	-5	2	-11	2
13	Cc1ccc(S(=O)(=O)N(C)c2ccc(C(=O)NCC(c3ccccc3)N3CCCC3)cc2)cc1 (centres undefined)	3	7	1	-0.2	7	-2	-74	.
14	Cc1[nH]c2ccccc2c1-c1csc(NC(=O)CSCC(=O)O)n1	.	-7	8	0.2	.	3	-19	0
15	COc1ccc(CN2CCCC(C(=O)N3CCCCC3)C2)cc1OC (centres undefined)	-2	1	-11	.	8	5	-9	-4
16	CO[C@@H]1CN(C)C(=O)c2cc(NC(=O)c3ccccc3F)ccc2OC[C@H](C)N(C)C[C@@H]1C	-2	2	1	-0.1	3	8	8	-6
17	O=C(NCCCN1CCOCC1)[C@H]1[C@H](CO)[C@H]2Cn3c(cccc3=O)[C@@H]1N2C(=O)NC1CCCC1	1	-3	1	-0.3	-6	-1	2	.
18	Cc1c(N(C)C(=O)C23CC4CC(CC(C4)C2)C3)c(=O)n(-c2ccccc2)n1C	3	-11	.	.	6	.	.	-7
19	COc1ccc(C(=O)CSc2nnc3n2CCCN3C(=O)Nc2ccccc2)cc1	-4	.	3	0.8	-10	1	-10	.
20	O=C(NCCc1ccccc1)C1Cc2c(-c3ccccc3)ccnc2O1 (centres undefined)	-6	-1	6	0.5	5	-2	-15	.

# A draw from above in order of formula weight, ascending:
entry	molecule	PglD DTNB	esBAF inh	Casp6 inh	E-selectin induc	RAD54 inh	ERp5 block	RAD52 inh	ARNT-TACC3 inh
20	O=C(NCCc1ccccc1)C1Cc2c(-c3ccccc3)ccnc2O1 (centres undefined)	-6	-1	6	0.5	5	-2	-15	.
14	Cc1[nH]c2ccccc2c1-c1csc(NC(=O)CSCC(=O)O)n1	.	-7	8	0.2	.	3	-19	0
18	Cc1c(N(C)C(=O)C23CC4CC(CC(C4)C2)C3)c(=O)n(-c2ccccc2)n1C	3	-11	.	.	6	.	.	-7
19	COc1ccc(C(=O)CSc2nnc3n2CCCN3C(=O)Nc2ccccc2)cc1	-4	.	3	0.8	-10	1	-10	.
16	CO[C@@H]1CN(C)C(=O)c2cc(NC(=O)c3ccccc3F)ccc2OC[C@H](C)N(C)C[C@@H]1C	-2	2	1	-0.1	3	8	8	-6
13	Cc1ccc(S(=O)(=O)N(C)c2ccc(C(=O)NCC(c3ccccc3)N3CCCC3)cc2)cc1 (centres undefined)	3	7	1	-0.2	7	-2	-74	.
17	O=C(NCCCN1CCOCC1)[C@H]1[C@H](CO)[C@H]2Cn3c(cccc3=O)[C@@H]1N2C(=O)NC1CCCC1	1	-3	1	-0.3	-6	-1	2	.

# Later entries.
entry	molecule	PglD DTNB	esBAF inh	Casp6 inh	E-selectin induc	RAD54 inh	ERp5 block	RAD52 inh	ARNT-TACC3 inh
21	O=C(Nc1ccc2ccccc2c1)c1cccc([N+](=O)[O-])c1	-2	86*	2	.	-7	3	-15	2
22	COc1cccc(C(=O)Nc2ccc3c(c2)C(=O)N(C)[C@@H]2CC[C@@H](CC(=O)N[C@@H](C)c4ccccc4)O[C@@H]2CO3)c1	0	1	-3	0.0	2	0	12	-3
23	Cc1nc2ccc(NC(=S)NCCCO)cc2nc1C	.	12	7	-0.4	.	0	-4	11
24	COC(C(=O)Nc1ccc(C(N)=O)cc1)c1ccccc1 (centres undefined)	.	.	4	.	.	0	-13	-5
25	C[C@H]1CN([C@@H](C)CO)C(=O)Cc2cc(N(C)C)ccc2O[C@@H]1CN(C)Cc1ccc(Cl)c(Cl)c1	0	-5	-1	-0.1	-7	3	10	.
26	Cc1onc(C(=O)NC2CCCCC2)c1[N+](=O)[O-]	4	-3	.	.	13	.	.	0
27	COCC(=O)N1CC[C@@H]2[C@@H](CO)N(C)c3ccc(-c4cccc(OC)c4)cc3[C@@H]21	1	1	.	1.8	0	.	.	0
28	COc1ccc(C2C(C(C)=O)=C(C)N=c3s/c(=C\c4ccc5c(c4)OCO5)c(=O)n32)c(OC)c1 (centres undefined)	0	-9	.	.	2	.	.	-3
29	COC(=O)c1ccc(C(=O)OC)c(NC(=O)CN2CCN(c3ccccc3)CC2)c1	-5	-9	2	.	-11	1	3	-1
30	COc1ccc(NC(=O)c2sc3ncnc(N4CCN(c5ccccn5)CC4)c3c2C)cc1Cl	-3	5	-3	.	9	4	-15	-5
31	C[C@@H]1CN([C@H](C)CO)S(=O)(=O)c2ccc(C3=CCCC3)cc2O[C@@H]1CN(C)Cc1cccc(C(=O)O)c1	1	-4	-1	0.1	-3	2	10	-3
32	O=C(NCc1cccc(C(F)(F)F)c1)C1CC2Cn3c(nc4ccccc43)C2N1Cc1ccccc1 (centres undefined)	0	0	-7	4.4	-6	1	-10	-13
33	O=C(O)/C(=C/c1ccco1)NC(=O)c1ccccc1	-19	-11	37*	.	0	2	-32	-1
34	COCCCNc1ccn2nc(-c3ccc(OCCN4CCOCC4)cc3)cc2n1	-1	?	-3	0.4	4	6	4	.
35	C[C@@H]1CN([C@H](C)CO)C(=O)c2cc(NC(=O)CCCN(C)C)ccc2O[C@@H](C)CCCCO[C@H]1CN(C)C(=O)Nc1cccc2ccccc12	-5	-1	0	-0.2	13	-2	26	31
36	COc1cc(CNc2ccc3[nH]c(=O)[nH]c3c2)ccc1OCc1ccccc1F	1	47*	1	-0.2	-2	1	-8	3
37	CC1=NN(c2nc(-c3ccc(Cl)cc3)cs2)C(=O)C1	-2	-4	.	.	-8	.	.	6
38	Cc1cc(C)nc(Sc2ncnc3sc4c(c23)CCC4)n1	-1	-2	.	.	0	.	.	-7
39	O=[N+]([O-])c1c(NCc2ccco2)ccc2nonc12	-3	.	29	.	-6	4	-26	.
40	O=C(Nc1ccccc1Cl)N1CCN(c2ccc3nncn3n2)CC1	-1	2	0	2.5	-1	5	-7	0
41	O=C(C[C@H]1C[C@@H]2c3cc(NC(=O)C4CCC4)ccc3O[C@@H]2[C@@H](CO)O1)NC1CCCC1	-3	-3	1	-0.1	-5	1	10	0
42	NNC(=O)c1nc[nH]c1C(=O)Nc1ccccc1[N+](=O)[O-]	.	.	-1	.	.	18	-21	0
43	CCS(=O)(=O)N1CCCCN2[C@H](CO)[C@@H](c3ccc(-c4ccccc4C)cc3)[C@H]2C1	-4	.	0	-0.3	0	5	9	4
44	O=C(C[C@@H]1CC[C@@H](NC(=O)c2ccncc2)[C@@H](CO)O1)NCCc1ccncc1	2	-1	0	1.0	-17	0	0	-6
45	O=C(Nc1cccc(Cl)c1Cl)C1CC(=O)N(c2ccc(Br)cc2)C1 (centres undefined)	6	5	.	.	9	.	.	-9
46	Cc1nnc(NC(=O)CCN2C(=O)/C(=C\c3ccccc3)SC2=S)s1	1	.	-1	0.1	4	3	-9	-6
47	O=C(CNS(=O)(=O)c1ccccc1)N1CCN(c2ccccc2)CC1	-3	3	0	.	5	-6	-27	-1
48	O=C(O)CCCCCCCCc1cn(Cc2ccc(C(=O)c3ccccc3)cc2)nn1	2	.	-1	0.2	-5	-3	-8	9
49	O=[N+]([O-])c1cccnc1N1CCC(c2cc(-c3ccc(Cl)cc3Cl)n[nH]2)CC1	2	12	.	.	0	.	.	-2
50	CCOC(=O)c1sc(NC(=O)CCc2ccccc2)nc1C	5	4	0	.	1	-4	-7	-1
51	COC(=O)c1sc(NC(=O)COc2ccccc2C)nc1C	.	.	0	2.0	.	5	7	-4
52	O=S(=O)(c1cccc(C(F)(F)F)c1)N1CCN(c2nnnn2-c2ccccc2)CC1	2	2	.	.	3	.	.	-9
53	Cc1cc(N2CCN(C(=O)Nc3ccccc3C#N)CC2)c2ccccc2n1	-3	6	-19	.	15	1	17	12
54	Cc1ccn2cc(-c3cccc(S(=O)(=O)N4CC(C)OC(C)C4)c3)nc2c1 (centres undefined)	3	8	2	.	-19	.	-5	0
55	O=C(COC(=O)c1ccc(S(=O)(=O)N2CCCC2)cc1)Nc1ccccc1Cl	-1	-6	-1	2.4	-3	-5	-8	.
56	COc1ccc(NC(=O)Nc2ccc3c(c2)CC(=O)N([C@H](C)CO)C[C@H](C)[C@@H](CN(C)Cc2ccc(C(F)(F)F)cc2)O3)cc1	2	-7	.	-0.2	5	.	.	8
57	CCOc1ccc(N(C(=O)c2snc(C(N)=O)c2N)C(C(=O)NC2CCCC2)C(C)C)cc1 (centres undefined)	-2	3	-2	-0.1	-3	-1	-4	.
58	O=C(N[C@@H]1CC[C@H](CC(=O)N2CCOCC2)O[C@H]1CO)c1ccc2c(c1)OCO2	4	-8	3	-0.2	4	14	-7	-9
59	COc1ccc(CCNC(=O)C(=O)NCC2OCCN2S(=O)(=O)c2ccc(OC)c(C)c2)cc1 (centres undefined)	4	-1	-1	-0.1	-12	-3	-21	-2
60	CCOC(=O)c1nn(-c2cccc(OC)c2)c(-c2ccccc2)c1C(=O)c1ccccc1	2	-2	2	.	-1	2	-7	2
61	CC(=O)N(C)C[C@@H]1Oc2cc(C#Cc3ccccc3F)ccc2S(=O)(=O)N([C@H](C)CO)C[C@@H]1C	0	4	1	-0.3	3	-10	5	15
62	CCOC(=O)C1=C(c2ccccc2)NC(N)=NC1c1ccc(OCc2ccc(C(=O)OC)cc2)cc1 (centres undefined)	.	.	7	.	.	-5	-10	11

# Retrieved one by one from the entries so far, 2 records:
entry	molecule	PglD DTNB	esBAF inh	Casp6 inh	E-selectin induc	RAD54 inh	ERp5 block	RAD52 inh	ARNT-TACC3 inh
60	CCOC(=O)c1nn(-c2cccc(OC)c2)c(-c2ccccc2)c1C(=O)c1ccccc1	2	-2	2	.	-1	2	-7	2
56	COc1ccc(NC(=O)Nc2ccc3c(c2)CC(=O)N([C@H](C)CO)C[C@H](C)[C@@H](CN(C)Cc2ccc(C(F)(F)F)cc2)O3)cc1	2	-7	.	-0.2	5	.	.	8
